Bioassay records deposited in PubChem BioAssay by several laboratories.
GASC-1 inh: blocks human GASC-1 demethylase activity; Q9H3R0; GST-JMJD2C(1-420) H3K9me3 demethylation, DELFIA europium; inhibition, % at 2.35 µM; 330,000 compounds, 0.069% hits; AID 2099;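 active means more than half of a compound's replicate wells show inhibition beyond 50%, single wells judged on their own value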;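 further: signal counts dimethyl H3K9 product captured on neutravidin plate; 0% = median of DMSO wells and 100% = 0.3 times that DMSO median; strong numbers were not always called active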
HCV core dimer: blocks dimerization of HCV core protein; TR-FRET GST/Flag-core106 dimerization, 1536-well; inhibition, % at 5 µM; 300,000 compounds, 0.33% hits;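 active means inhibition above the mean of all tested compounds plus 3 SD, set per screening campaign, cut at about 45% in these data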
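assay system = GST-tagged and Flag-tagged HCV core protein residues 1-106 | controls = unlabelled core106 and no-GST-core106 wells | incubation = compound-protein-antibody incubation 4 h at 22.5 °C | probe or stimulus = Eu donor and XL665 acceptor anti-tag antibodies | read-out = % inhibition based on acceptor/donor emission ratio | signal = TR-FRET 671 and 617 nm emission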
Fh CTSL1 inh: counter-screen for PFM18AAP inhibitors: inhibitors of F. hepatica cathepsin L1; recombinant F. hepatica cathepsin L1, Z-Leu-Arg-MCA fluorescence; inhibition, % at 5.96 µM; 300,000 compounds, 0.49% hits;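 active means inhibition above the mean of all tested compounds plus 3 SD, set per screening campaign, cut at about 17% in these data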;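 further: 0% = plate median of test compound wells and 100% = 1 µM Z-Phe-Ala-diazomethylketone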
VLA-4 inh: inhibition in a human VLA-4 binding assay; P13612; VLA-4 expressing cells, ligand binding flow cytometry; inhibition, % (about 7 µM as worked out from the volumes in the protocol); 330,000 compounds, 0.2% hits; in the data active means inhibition above about 50%
proCasp3 act: procaspase-3 (human) activation | activation, % at 8.5 µM | AID 463141 | 330,000 compounds, 0.11% hits | recombinant procaspase-3 D3A, Ac-DEVD-pNA absorbance 405 nm;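 active means activation above the mean of all tested compounds plus 3 SD, cut at about 21% in these data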;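 further: 0% = DMSO alone and 100% = DMSO wells spiked with extra 5 µM PC-3 D3A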
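System: Procaspase-3 D3A mutant. Medium: Zinc-free 300 mM NaCl, 50 mM HEPES, 0.01% Triton X-100. Schedule: 1 h preincubation plus 2 h reaction at 25 °C. Measured by: 405 nm absorbance of p-nitroaniline, reads at 0 and 120 min. Read-out: percent activation relative to control range.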
procasp7 counter: counter-screen for procaspase-3 activators: activators of human procaspase-7. P55210. recombinant procaspase-7, Ac-DEVD-pNA absorbance 405 nm; D23A/D198A/D206A triple mutant, cannot self-cleave; scale: DMSO 0, 5 µM enzyme 100. activation, % at 8.5 µM. 330,000 compounds, 0.093% hits;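 active means percent activation above the screen-wide mean plus 3 SD, cut at about 25% in these data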
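buffer or medium = Zinc-free HEPES/NaCl buffer, pH 7.4 | material = Procaspase-7 triple mutant (PC-7 D3A) | input = 2 µM procaspase-7 mutant as dispensed | signal = Epi-absorbance of released pNA at 405 nm, two timepoints | timing = 1 h preincubation, 2 h reaction | replicates = singlicate compound testing | evaluation = % activation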
PP1 inh: blocks human PP1-alpha phosphatase, a PP5 counter-screen | purified PP1alpha, OMFP fluorescence | inhibition, % at 6.7 µM | 320,000 compounds, 0.9% hits;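 active means inhibition above the mean inhibition of all tested compounds plus 3 SD, computed separately for each screening campaign, cut at about 15% in these data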
Target sequence (P62136 whole entry, looked up): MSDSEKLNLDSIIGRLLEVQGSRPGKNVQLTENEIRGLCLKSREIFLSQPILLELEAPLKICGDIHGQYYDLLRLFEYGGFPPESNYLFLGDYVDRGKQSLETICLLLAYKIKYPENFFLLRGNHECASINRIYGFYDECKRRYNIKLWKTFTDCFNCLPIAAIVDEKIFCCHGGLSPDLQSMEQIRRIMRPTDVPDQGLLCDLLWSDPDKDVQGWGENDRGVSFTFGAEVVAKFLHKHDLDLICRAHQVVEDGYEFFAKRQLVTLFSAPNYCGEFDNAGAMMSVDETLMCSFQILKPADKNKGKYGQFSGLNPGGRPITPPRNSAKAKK
GRK2 aptamer HTS: human GRK2 inhibition via aptamer displacement. bead flow cytometry, FAM-aptamer displacement from GRK2. inhibition of aptamer binding, % at 10 µM. 330,000 compounds, 0.59% hits. AID 488847;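 active means inhibition of aptamer binding above 40%, roughly 3 SD of noise, on plates passing a quality check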;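 further: median bead fluorescence of bound FAM aptamer so fluorescent compounds give negative values; no value below 0 was filed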
PP5 inh: inhibitors of human protein phosphatase 5 (PP5) | 320,000 compounds, 0.18% hits | inhibition, % at 6.7 µM | purified PP5c, OMFP substrate fluorescence | P53041;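 active means inhibition above the campaign's mean inhibition across all tested compounds plus 3 SD, cut at about 9.5% in these data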;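 further: 0% = DMSO only and 100% = 100 µM cantharidin control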
Target sequence (P53041 whole entry, looked up): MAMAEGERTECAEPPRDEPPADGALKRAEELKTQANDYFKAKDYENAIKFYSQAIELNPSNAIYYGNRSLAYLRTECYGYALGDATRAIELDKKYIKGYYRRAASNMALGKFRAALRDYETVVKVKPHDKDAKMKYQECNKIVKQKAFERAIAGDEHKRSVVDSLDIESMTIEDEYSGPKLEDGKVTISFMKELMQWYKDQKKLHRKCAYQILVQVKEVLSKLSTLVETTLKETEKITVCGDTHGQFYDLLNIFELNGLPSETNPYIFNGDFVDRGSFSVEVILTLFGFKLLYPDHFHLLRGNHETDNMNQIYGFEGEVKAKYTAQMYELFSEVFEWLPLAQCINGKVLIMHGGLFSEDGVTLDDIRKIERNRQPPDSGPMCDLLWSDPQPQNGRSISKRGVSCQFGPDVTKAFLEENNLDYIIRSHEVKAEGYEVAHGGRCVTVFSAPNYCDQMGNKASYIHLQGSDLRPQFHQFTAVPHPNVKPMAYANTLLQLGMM
Active calls of the source: *; . = no result given.

SMILES	GASC-1 inh	HCV core dimer	Fh CTSL1 inh	VLA-4 inh	proCasp3 act	procasp7 counter	PP1 inh	GRK2 aptamer HTS	PP5 inh
CC(C)Cn1c(=O)c(C(=O)Nc2ccccc2S(N)(=O)=O)c(O)c2ccccc21	-7	0	-2	4	3	4	4	1	-1.2
O=c1c(Cc2ccc(F)cc2)c(O)ccn1C1CCCCC1	-3	2	2	-3	6	6	-3	2	-0.5
Cc1ccc(-c2nc3ccccn3c2NC(=O)c2ccco2)cc1	-11	-2	-2	6	-8	5	0	0	4.7
O=S(=O)(NCc1ccc(F)cc1)c1ccc(Br)cc1Br	6	.	.	2	-6	4	0	1	3.2
Cc1cc([N+](=O)[O-])nn1CCC(=O)NC1CCCCCC1	1	-10	-6	2	7	2	-5	2	0.3
Cc1cc(Cl)ccc1NC(=O)COC(=O)CCNS(=O)(=O)c1ccccc1	2	.	.	10	0	5	-2	0	-0.5
Nc1cc(C(=O)c2cccs2)ccc1Cl	1	13	-3	8	6	19	-4	0	0.0
COc1ccc(Cn2nnnc2CN2CCC(O)(c3ccccc3F)CC2)cc1	3	1	-1	-1	-3	0	3	0	3.0
O=c1[nH]c2ccc(NS(=O)(=O)c3ccc(F)c(Cl)c3)cc2[nH]1	3	-3	0	10	-2	5	-4	0	-2.9
O=[N+]([O-])c1ccc(NCCNCCOc2nonc2-c2ccccc2)c([N+](=O)[O-])c1	-7	6	1	-1	-9	-11	8	0	1.1
COc1ccccc1OCC(=O)Nc1sc2c(c1C(=O)NCC1CCCO1)CCC2 (configuration not stated)	-2	3	3	-10	-3	1	3	4	5.2
Cn1c(CN2CCN(C(=O)c3ccccc3Cl)CC2)nc2cc([N+](=O)[O-])ccc21	-29	7	0	10	-5	14	-3	0	1.9
CCOc1cccc(C(=O)N(Cc2ccco2)C2CCS(=O)(=O)C2)c1 (configuration not stated)	-2	3	11	-5	4	7	-2	0	-1.5
Cc1ccc(NC(=O)CSc2ccc(C(N)=O)cc2[N+](=O)[O-])cc1	-1	-1	2	-7	-3	5	1	1	1.4
Cc1ccsc1/C=C1\SC(=S)N(CC2CCCO2)C1=O (configuration not stated)	-13	2	-8	2	-14	-16	-6	32	0.8
CC1=C(C(=O)Nc2ccccc2C)C(c2ccccc2)NC(=O)N1 (configuration not stated)	-4	0	0	11	8	-6	4	11	0.5
O=C(CNC(=O)c1cccs1)NCC(=O)OCC(=O)c1ccc([N+](=O)[O-])cc1	-8	-5	-1	-5	-20	-35	-3	1	2.6
O=C(CSc1nnnn1C1CC1)Nc1ccc(S(=O)(=O)N2CCOCC2)cc1	5	.	.	18	5	0	-2	3	-2.0
CC1CCN(C(=O)/C(=C\c2cccs2)NC(=O)c2ccccc2)CC1	-17	5	2	25	6	0	-2	0	-1.4
CCOC(=O)CSc1nc2ccccc2c(=O)n1NC(=O)c1ccccc1	-1	-61	-4	22	1	10	2	3	-1.4
CS(=O)(=O)N1CCC(C(=O)Nc2cccc(Cl)c2)CC1	4	-1	5	-6	-1	-1	0	0	-2.6
NC(=O)C1CCN(c2oc(-c3cccs3)nc2S(=O)(=O)c2ccc(Br)cc2)CC1	-3	.	.	-2	2	5	.	0	.
CCN(CC)S(=O)(=O)c1ccc(OC)c(NC(=O)CSc2cc(C)ccc2C)c1	-3	8	2	17	1	-3	1	3	5.2
Cc1[nH]c(C)c2c(=O)n(Cc3ccc(Cl)cc3)ncc12	0	1	-2	-3	11	9	-2	1	0.8
O=C(Nc1ccccc1)OCc1cn(-c2ccc(Cl)cc2)nn1	8	1	0	-2	-2	15	2	0	0.2
O=C(COC(=O)c1ccc(O)cc1)Nc1ccccc1[N+](=O)[O-]	.	1	-3	39	5	10	0	0	-5.3
Cc1c(NC(=O)COc2ccc3ccc(=O)oc3c2)c(=O)n(-c2ccccc2)n1C	-6	-2	5	7	9	17	-5	0	0.8
COc1ccc(C(=O)COC(=O)CCCn2c(=O)oc3ccccc32)cc1	-2	6	-56	-4	6	-5	2	8	0.1
COC(=O)c1ccc2c(c1)N(C)S(=O)(=O)c1cnc(SCC(=O)C(C)(C)C)nc1-2	-4	3	-4	4	0	1	-5	19	-1.9
NS(=O)(=O)c1ccc(NC(=O)COC(=O)C2(c3ccc(F)cc3)CCCC2)cc1	-8	-9	-1	-2	-12	0	-4	0	5.6
COc1ccc(C(=O)c2ccc(OC)c(N)c2)cc1N	0	-3	4	17	2	10	-10	0	2.1
COc1ccc(-c2csc(NC(=O)/C(N=Nc3ccccc3)=C(\C)O)n2)cc1	2	25	0	12	6	10	-3	0	0.0
O=C(c1ccc(S(=O)(=O)c2ccc(F)cc2)c([N+](=O)[O-])c1)N1CCCCCC1	-1	6	-6	-1	2	9	0	4	0.2
O=C(c1sc2cc(Cl)ccc2c1Cl)N1CCN(CCc2ccccn2)CC1	17	1	1	-1	2	11	-2	0	0.3
Cc1scc(C(=O)NNC(=S)NCC(C)C)c1C	-9	4	-2	11	2	4	-2	0	-1.1
O=C(O)CCC(=O)Nc1ccc(Br)c(Cl)c1	-7	0	5	8	6	6	-2	0	-1.8
CC1(C(=O)NNC(=S)NCC2CCCO2)CC1(Cl)Cl (configuration not stated)	1	-10	3	10	5	-1	-2	0	1.4
COc1ccc(OC)c(S(=O)(=O)N2CCC(C(=O)NCCC3=CCCCC3)CC2)c1	-7	2	-3	5	2	2	-4	1	2.0
CCOC(=O)C1(CCOc2ccccc2)CCN(Cc2ccc(CO)o2)CC1	7	3	3	-3	-3	2	-4	0	-0.3
Cc1cc(C)c2c(=O)cc(C(F)F)oc2c1	-5	-2	17*	-2	1	9	0	0	0.8
O=C1[C@H]2[C@H](C=CC[C@H]2C(=O)N2CCN(c3ccccc3)CC2)CCN1Cc1ccccc1	6	7	-1	-1	-1	0	6	1	2.0
Cn1nc(-c2ccccc2)c(C(=O)NC(C(=O)O)c2ccccc2)c1Cl (configuration not stated)	-2	1	1	6	-2	1	-2	0	0.0
COCCCNC(=S)N(Cc1ccccc1)Cc1ccc(F)cc1	-2	0	0	3	-2	8	-2	4	1.0
Cc1ccc(C)c(N2CCN(c3nnnn3-c3ccccc3)CC2)c1	3	4	1	34	-4	-13	0	1	3.2
Cc1ccc(S(=O)(=O)NC(C)C(=O)NC2CCCCCC2)cc1 (configuration not stated)	-1	6	-1	-1	-5	9	-5	0	-1.6
CCc1c(C)sc(NC(=S)Nc2nc(C)cc(C)n2)c1C(=O)OC	-24	2	1	-4	4	7	4	1	-0.3
O=C(CNC(=O)C1CCCCC1)OCc1cc(=O)oc2ccc3ccccc3c12	4	10	29*	.	-4	-2	2	0	1.8
COc1ccc(-n2cnnc2SCC(=O)c2cc(C)n(Cc3cccs3)c2C)cc1	-8	23	6	6	-3	2	7	0	0.9
CC(C)c1ccc(NC(=O)COC(=O)/C=C/c2cccc([N+](=O)[O-])c2)cc1	4	3	0	6	14	2	0	0	3.8
CNC(=O)Cn1nc(-c2ccc(C)c(S(=O)(=O)N(C)C)c2)c2ccccc2c1=O	-17	1	-3	11	1	-3	3	2	3.3
O=C(NNc1ccccc1Br)C(O)(c1cccc(C(F)(F)F)c1)c1cccc(C(F)(F)F)c1	5	-2	4	.	-3	3	2	2	3.9
COc1ccc(CCNC(=O)Cn2nnc(-c3cccs3)n2)cc1OC	-5	3	-1	12	-8	3	-2	2	-0.6
CCOc1ccc(-n2cc(C(=O)N3CCC(C)CC3)c3cc(OC)c(OC)cc3c2=O)cc1	-4	-1	4	0	-6	2	0	0	-1.9
COc1ccc(C(=O)NCC(=O)OCC(=O)Nc2ccc(C)c(S(=O)(=O)N(C)C)c2)cc1OC	14	0	-13	1	6	1	-4	1	-0.2
O=C(COC(=O)c1ccc(Br)o1)Nc1cccc(S(=O)(=O)N2CCCCCC2)c1	-4	2	-12	-10	-1	8	-2	0	2.4
Cc1ccc(NC2=NCC(=O)N2C2CCCC2)c(C)c1	7	-4	0	-8	4	-6	3	1	-2.2
COc1ccc(/C(O)=C2/C(=O)C(=O)N(CCN(C)C)C2c2ccc(C)cc2)cc1Cl (configuration not stated)	-1	5	-17	-1	4	-12	1	0	-0.7
COc1ccc(OC)c(NC(=O)c2cc3oc4ccccc4c3cc2O)c1	-6	-44	4	2	11	10	1	2	-0.9

An excerpt of the results above, for reference:
SMILES	GASC-1 inh	HCV core dimer	Fh CTSL1 inh	VLA-4 inh	proCasp3 act	procasp7 counter	PP1 inh	GRK2 aptamer HTS	PP5 inh
Cn1nc(-c2ccccc2)c(C(=O)NC(C(=O)O)c2ccccc2)c1Cl (configuration not stated)	-2	1	1	6	-2	1	-2	0	0.0
COCCCNC(=S)N(Cc1ccccc1)Cc1ccc(F)cc1	-2	0	0	3	-2	8	-2	4	1.0
Cc1ccc(C)c(N2CCN(c3nnnn3-c3ccccc3)CC2)c1	3	4	1	34	-4	-13	0	1	3.2
Cc1ccc(S(=O)(=O)NC(C)C(=O)NC2CCCCCC2)cc1 (configuration not stated)	-1	6	-1	-1	-5	9	-5	0	-1.6
CCc1c(C)sc(NC(=S)Nc2nc(C)cc(C)n2)c1C(=O)OC	-24	2	1	-4	4	7	4	1	-0.3
O=C(CNC(=O)C1CCCCC1)OCc1cc(=O)oc2ccc3ccccc3c12	4	10	29*	.	-4	-2	2	0	1.8
COc1ccc(-n2cnnc2SCC(=O)c2cc(C)n(Cc3cccs3)c2C)cc1	-8	23	6	6	-3	2	7	0	0.9
CC(C)c1ccc(NC(=O)COC(=O)/C=C/c2cccc([N+](=O)[O-])c2)cc1	4	3	0	6	14	2	0	0	3.8
CNC(=O)Cn1nc(-c2ccc(C)c(S(=O)(=O)N(C)C)c2)c2ccccc2c1=O	-17	1	-3	11	1	-3	3	2	3.3
O=C(NNc1ccccc1Br)C(O)(c1cccc(C(F)(F)F)c1)c1cccc(C(F)(F)F)c1	5	-2	4	.	-3	3	2	2	3.9
COc1ccc(CCNC(=O)Cn2nnc(-c3cccs3)n2)cc1OC	-5	3	-1	12	-8	3	-2	2	-0.6
CCOc1ccc(-n2cc(C(=O)N3CCC(C)CC3)c3cc(OC)c(OC)cc3c2=O)cc1	-4	-1	4	0	-6	2	0	0	-1.9
COc1ccc(C(=O)NCC(=O)OCC(=O)Nc2ccc(C)c(S(=O)(=O)N(C)C)c2)cc1OC	14	0	-13	1	6	1	-4	1	-0.2
O=C(COC(=O)c1ccc(Br)o1)Nc1cccc(S(=O)(=O)N2CCCCCC2)c1	-4	2	-12	-10	-1	8	-2	0	2.4
